Screens from PubChem BioAssay.
Mtb RmlCD inh – M. tuberculosis RmlC/RmlD coupled enzyme inhibitors, primary screen, biochemical, compound mixtures, 384-well, from 1536-well plates. dTDP-4-dehydrorhamnose reductase (Mycobacterium tuberculosis (strain ATCC 25618 / H37Rv)) …. RmlC+RmlD coupled enzyme assay, percent inhibition; primary screen in compound mixtures. inhibition, % at 3.6 µM. 160,000 compounds, 0.03% hits. AID 1533, 2009; in the data active = inhibition mostly above about 34%, no sharp cut-off; also: some results filed as inactive read as strong as hits
Target sequence (P9WH09 whole entry, looked up): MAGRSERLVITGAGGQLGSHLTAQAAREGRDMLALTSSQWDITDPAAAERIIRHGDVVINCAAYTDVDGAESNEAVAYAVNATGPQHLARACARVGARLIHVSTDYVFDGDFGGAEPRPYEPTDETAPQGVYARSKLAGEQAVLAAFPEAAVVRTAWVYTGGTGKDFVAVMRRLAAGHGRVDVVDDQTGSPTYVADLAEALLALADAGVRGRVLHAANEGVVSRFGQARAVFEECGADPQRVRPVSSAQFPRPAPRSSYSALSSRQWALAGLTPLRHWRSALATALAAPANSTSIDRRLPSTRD
Target sequence (P9WH11 whole entry, looked up): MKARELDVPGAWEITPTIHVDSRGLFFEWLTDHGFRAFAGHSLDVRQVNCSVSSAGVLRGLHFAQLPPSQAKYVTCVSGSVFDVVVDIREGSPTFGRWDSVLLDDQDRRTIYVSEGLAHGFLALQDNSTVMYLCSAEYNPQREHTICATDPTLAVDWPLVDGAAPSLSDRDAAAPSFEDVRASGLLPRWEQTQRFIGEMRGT
M. tuberculosis GlmU – inhibition of mycobacterial GlmU enzyme – biochemical, glucosamine-1-phosphate acetyltransferase (AID 1376); inhibition, %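 (tested at 30 µM in the primary screen)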, or IC50 in µM where a hit was titrated; M. tuberculosis GlmU acetyltransferase enzyme assay; higher % means a stronger effect; 220,000 compounds, 0.25% hits; Bifunctional protein GlmU (Mycobacterium tuberculosis (strain ATCC 25618 / H37Rv)); in the data active = inhibition above about 13%;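 also: 0% = complete reaction with vehicle and 100% = reaction without substrate; strong numbers were not always called active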
* = called active by the depositor; . = no result given. Only part of the results is shown, so the mix of outcomes need not match the whole.

The opening six entries (preview)
SMILES | Mtb RmlCD inh | M. tuberculosis GlmU
Cc1cc2c(c(=O)n1CCN(C)C)C(c1ccc(Cl)cc1)C(C#N)=C(N)O2 (configuration not stated) | . | 2.1%
CCOC(=O)NCc1ccc2c(c1)OCO2 | -6 | 4.7%
Cn1c(=O)c2c(n(Cc3ccccc3)c1=O)NC(=O)C2CC(=O)N1CCc2ccccc2C1 (configuration not stated) | -12 | 2.1%
COc1ccc(-c2[nH]nc3oc(=O)cc(C)c23)cc1 | . | -2.1%
Cc1ccsc1/C=C(\C#N)C(=O)Nc1c(C)n(C)n(-c2ccccc2)c1=O | . | 1.3%
N/C(=N\OC(=O)COc1ccccc1)c1ccccn1 | . | 2.4%

Main list, from the start:
SMILES | Mtb RmlCD inh | M. tuberculosis GlmU
Cc1cc2c(c(=O)n1CCN(C)C)C(c1ccc(Cl)cc1)C(C#N)=C(N)O2 (configuration not stated) | . | 2.1%
CCOC(=O)NCc1ccc2c(c1)OCO2 | -6 | 4.7%
Cn1c(=O)c2c(n(Cc3ccccc3)c1=O)NC(=O)C2CC(=O)N1CCc2ccccc2C1 (configuration not stated) | -12 | 2.1%
COc1ccc(-c2[nH]nc3oc(=O)cc(C)c23)cc1 | . | -2.1%
Cc1ccsc1/C=C(\C#N)C(=O)Nc1c(C)n(C)n(-c2ccccc2)c1=O | . | 1.3%
N/C(=N\OC(=O)COc1ccccc1)c1ccccn1 | . | 2.4%
FC(F)(F)c1nnc(-c2ccccc2)nc1Oc1ccccc1 | 1 | 1.4%
COc1ccc(C(=O)N2c3ccc(F)cc3CCC2C)cc1OC (configuration not stated) | -4 | 5.2%
Cc1c(NC(=O)c2ccc(N3CCCC3)c([N+](=O)[O-])c2)cccc1-c1nc2ccccc2s1 | 26 | 3.8%
CCCCn1c(SCc2ccccn2)nc2c1c(=O)n(C)c(=O)n2C | . | 5.1%
Cc1ccccc1NC(=S)N(CCCN1CCC(C)CC1)Cc1ccco1 | -13 | 2.8%
CN1/C(=C\C(=O)c2cccs2)C(C)(C)c2ccccc21 | . | -5.5%
CCOc1ccccc1NC(=O)CSc1c(C)n[nH]c1C | 13 | -4.1%
Cc1nc2c(c(C)c1C#N)C(=O)c1ccccc1-2 | -6 | -0.9%
COc1ccccc1NCCC(=O)OCC(=O)NCc1ccco1 | . | 4.1%
O=C(CSc1cccc[n+]1[O-])Nc1cc2c(cc1Cl)C(=O)c1ccccc1C2=O | . | -4.0%
Cc1[nH]n(-c2ccccc2)c(=O)c1C(=O)c1ccccc1 | -9 | 0.3%
CC(=O)c1cccc(NS(=O)(=O)c2c(C)n[nH]c2C)c1 | 7 | 1.7%
CCCc1nn(CCc2ccccn2)c(N)c1CC | . | -2.0%
CC1(C)CC(=O)C2=C(C1)N(c1ccccc1)C(N)=C(C#N)C2c1ccccc1 (configuration not stated) | 4 | -1.4%
O=C(O)CSCc1ccc(Cl)cc1 | 8 | -0.5%
C#CCNC(=O)C1=C[C@@H](c2ccc(Br)cc2)[C@H](CCCO)[C@@H](OCC)O1 | . | 0.4%
COCCN(C(=O)CC(C)(C)C)c1nnc(-c2cccnc2)s1 | . | 5.7%
O=C(Nc1ccccn1)c1cc2ccccc2o1 | . | 3.0%

An excerpt from above in order of length of the SMILES, smallest number first:
SMILES | Mtb RmlCD inh | M. tuberculosis GlmU
O=C(O)CSCc1ccc(Cl)cc1 | 8 | -0.5%
O=C(Nc1ccccn1)c1cc2ccccc2o1 | . | 3.0%
Cc1nc2c(c(C)c1C#N)C(=O)c1ccccc1-2 | -6 | -0.9%
COCCN(C(=O)CC(C)(C)C)c1nnc(-c2cccnc2)s1 | . | 5.7%
CC(=O)c1cccc(NS(=O)(=O)c2c(C)n[nH]c2C)c1 | 7 | 1.7%
O=C(CSc1cccc[n+]1[O-])Nc1cc2c(cc1Cl)C(=O)c1ccccc1C2=O | . | -4.0%

(more compounds)
SMILES | Mtb RmlCD inh | M. tuberculosis GlmU
COC(=O)CCC(=O)OC1(C)C(=O)C=C2C=C(C3CC3)N(c3cccc(C#N)c3)C=C2C1=O (configuration not stated) | . | 0.3%
COc1ccc(NC(=O)NCCN2CCN(c3cccc(Cl)c3)CC2)cc1 | 29 | -0.3%
CN(CC(=O)Nc1ccccc1C(F)(F)F)C(=O)COc1ncnc2ccccc12 | -6 | -4.2%
C/C(=C\c1ccccc1)CN1CCC(C(=O)N2CCCCC2)CC1 | 2 | 6.3%
CN1CCC(n2nccc2N)CC1 | 10 | -1.2%
C=CCN=C1SCC(=O)N1S(=O)(=O)c1ccc(C)cc1 | 4 | 4.1%
Cc1ccc(C(=O)NCCc2ccc(S(=O)(=O)N3CCCC3)cc2)cc1 | . | 2.5%
N/C(=N\[N+](=O)[O-])NCCCC(NC(=O)CNC(=O)c1ccccc1)C(=O)O (configuration not stated) | 9 | 0.8%
NS(=O)(=O)c1ccc(NC(=O)COC(=O)c2c3c(nc4ccccc24)/C(=C\c2ccc4c(c2)OCO4)CCC3)cc1 | 6 | 3.6%
C=C(C)CNC(=S)Nc1cccc2cnccc12 | -9 | 0.4%
CCCCNC(=O)Oc1cccc(N2CCCC2=O)c1 | 1 | -4.1%
COc1ccc(-c2ccnc(-c3ccc(OCCCF)cc3)n2)cc1 | -2 | -0.8%

Next section (three carried over from the part before).
SMILES | Mtb RmlCD inh | M. tuberculosis GlmU
C=C(C)CNC(=S)Nc1cccc2cnccc12 | -9 | 0.4%
CCCCNC(=O)Oc1cccc(N2CCCC2=O)c1 | 1 | -4.1%
COc1ccc(-c2ccnc(-c3ccc(OCCCF)cc3)n2)cc1 | -2 | -0.8%
Cc1cc(C)n(-c2ccc(C(=O)Nc3cccc([N+](=O)[O-])c3)cc2)n1 | 8 | -3.1%
COc1ccc(C2C(C(=O)c3ccc(C)o3)=C(O)C(=O)N2c2cc(C)on2)cc1OC (configuration not stated) | 10 | -7.0%
CCCCSc1nc(C)cc(NC(=S)Nc2ccc(OC)cc2)n1 | . | 7.0%
CCCc1nnc(SCC(=O)N2CCCC2)n1CC1CCCO1 (configuration not stated) | 12 | -0.4%
COc1cc2c(cc1OC)C(=O)N(C)CC2 | -17 | 6.8%
Cc1ncc(CO)c2cc(-c3nnc(Nc4ccc5c(c4)OCO5)s3)c(=O)oc12 | -6 | -3.3%
CC(C)OC(=O)c1nnn(-c2nonc2N)c1CSc1ccccn1 | 5 | -0.5%
CC(C)N(Cc1ccccc1)C(=O)COC(=O)/C=C/c1cnc2ccccc2n1 | 4 | -0.1%
COc1ccc(Cn2c(C)nnc2-c2cnn(C)c2N)cc1 | 6 | 6.2%
CCN(Cc1nc2ccccc2c(=O)[nH]1)Cc1nc2cc(OC)c(OC)cc2c(=O)[nH]1 | . | 5.6%
Cc1nnc(NCc2n[nH]c(=O)c3ccccc23)c2ccccc12 | . | -3.1%
O=C(O)CCCCNS(=O)(=O)/C=C/c1ccccc1 | -5 | 5.4%
CCN(CC)P(=O)(Oc1ccccc1)Oc1ccccc1 | -6 | -5.8%
COc1ccc(-c2noc(-c3cccc(Cl)c3)n2)cc1OC | . | -0.9%
CCCOc1cccc(C(=O)Nc2cc(NC(=O)c3ccco3)ccc2OC)c1 | -11 | 2.5%
COc1cc(C)ccc1OCCOCCN(C)Cc1ccccc1 | 6 | -6.5%
CCOc1cc(-c2nc(-c3cc(OC)c(OC)c(OC)c3)no2)cc(OCC)c1OCC | . | -0.8%
O=C(CCCCCCCC(=O)NCC1CCCO1)NCC1CCCO1 (configuration not stated) | . | 8.0%
CCC(C)NC(=O)COc1ccc(OCc2ccccc2)cc1 (configuration not stated) | 7 | 7.8%
CCOC(=O)Cn1nnnc1CN(Cc1ccc(OC)cc1)Cc1cc2cc(C)ccc2[nH]c1=O | . | 1.7%
COc1cc(C(=O)Nc2cc(-c3ccccc3)[nH]n2)cc(OC)c1OC | . | 3.7%
CCCn1c(SCC(=O)c2cc(C)n(-c3ccc4c(c3)OCO4)c2C)n[nH]c1=O | 12 | 1.2%
OC(C#CCN1CCOCC1)c1cccs1 (configuration not stated) | . | 1.1%
CC(C)(C)C(=O)NC(=S)Nc1cc(C(F)(F)F)ccc1N1CCOCC1 | -5 | 2.8%
COc1ccnc(Oc2ccc(F)cc2)c1C(=O)N/C=N/OCc1ccc(Cl)cc1Cl | -5 | -5.0%
N#Cc1ccccc1Cn1c(=O)n(CCC(=O)NCc2ccco2)c(=O)c2ccccc21 | . | 5.5%
Cc1noc(C)c1C(=O)OC(C)C(=O)Nc1ccc(S(=O)(=O)NC(C)C)cc1 (configuration not stated) | . | -1.6%
COc1ccccc1/C=N/NC(=O)CNC(=O)c1ccc(S(=O)(=O)N(C)C)cc1 | -8 | 4.0%
COc1ccc(CNC(=O)C(c2ccncc2)N(C(=O)Cc2cccs2)c2ccccc2)cc1 (configuration not stated) | 0 | 4.4%
N#Cc1c(Nc2ccc(F)cc2)sc(C(=O)c2ccccc2)c1N | -12 | 5.7%
CC1CCc2nc(NC(=O)CN3CCOCC3)sc2C1 (configuration not stated) | 8 | -3.2%
O=C(O)C1CCCN1C(=O)Nc1ccccc1 (configuration not stated) | . | -1.5%
O=C(N/N=C/c1ccc(N2CCOCC2)s1)c1ccccc1Cl | 4 | 7.7%
CCOC(=O)c1sc(N=Nc2c(O)[nH]c(=O)[nH]c2=O)c(C(=O)OCC)c1C | 2 | -2.6%
CCN(CC)C(=O)C(=O)c1cccn1-c1cccc(Cl)c1C#N | . | -0.8%
Cn1c(-c2ccc(-c3ccccc3)cc2)c[nH]c1=S | 7 | 2.0%
O=C(Nc1ccccc1Cl)c1cc[n+](Cc2ccc([N+](=O)[O-])cc2)cc1 | . | -3.9%
O=C(/C=C\c1ccc2c(c1)OCO2)NC1(C(=O)Nc2ccc3c(c2)OCCO3)CCCCC1 | -5 | -3.3%
C/C(CCC(C)C)=N\NC(=S)Nc1cc(S(=O)(=O)N2CCOCC2)ccc1N1CCOCC1 | 10 | 1.1%
O=C(NCCCO)c1ccc2nc(-c3ccco3)c(-c3ccco3)nc2c1 | 6 | -3.5%
S=c1[nH]nc(-c2ccccn2)n1/N=C/c1ccc(Cl)cc1 | 10 | 1.8%
CC(C)NS(=O)(=O)c1ccc(OCC(=O)N2CCN(C)CC2)cc1 | 9 | -3.4%
Cc1ccc(C)c(OCCOCCN2CC(C)OC(C)C2)c1C (configuration not stated) | -10 | 50%
Cc1ccc2cc(CCNC(=O)C(=O)c3c[nH]c4ccccc34)c(=O)[nH]c2c1 | -8 | 1.9%
CC1CN(CC(=O)NN=C(c2ccccc2)c2ccccc2)CC(C)O1 (configuration not stated) | -12 | 1.7%
COc1ccc(S(=O)(=O)n2nc(OC(=O)C3CCCCC3)cc2N)cc1 | -8 | -2.2%
CC(C)CC(c1nnnn1CC1CCCO1)N1CCN(C2CCCC2)CC1 (configuration not stated) | 5 | 0.6%
Cn1c(N)c(Sc2ccc(F)cc2)c(=O)n(C)c1=O | -1 | 6.4%
O=C(NCC1COc2ccccc2O1)C1CCN(S(=O)(=O)c2cccc3nsnc23)CC1 (configuration not stated) | . | -0.7%
Cc1ccccc1C(=O)c1c[nH]c(C(=O)N=CN(C)C)c1 | 1 | -0.6%
O=C(Cn1c(S(=O)(=O)Cc2ccccc2)nc2ccccc21)N1CCCCC1 | -14 | -0.5%
CO/N=C/C(C#N)=C/c1ccc(OC)cc1 | . | -5.7%
CC(C)CNC(=O)C(=O)N/N=C/c1cccs1 | -4 | 1.1%
COc1ccc(C(=O)N2CCOCC2)cc1Br | . | -2.5%
CCn1c(Cc2c(C)[nH]c3ccccc23)nnc1SCC(=O)NCc1ccccc1 | . | 3.5%
O=c1[nH]ncn1-c1cccc(C(F)(F)F)c1 | . | -1.5%
COc1cc(/C=N/Nc2cc(C)nc(NS(=O)(=O)c3ccccc3)n2)ccc1O | -1 | -6.0%
O=C(Nc1ccc(Cc2ccncc2)cc1)c1ccc(N2CCOCC2)c([N+](=O)[O-])c1 | 6 | 1.8%
CCc1cc2c(=O)n(CC)c(SC(C)C(=O)Nc3c(C)n(C)n(-c4ccccc4)c3=O)nc2s1 (configuration not stated) | . | 1.9%
O=C(O)c1cc(-c2ccc3c(c2)OCO3)nc2ccccc12 | . | 29%
Nn1c(SCC(=O)NCc2ccccc2)nnc1C1CC1 | . | 7.1%
CC(C)/C(=N\NC(=O)Nc1ccccc1)c1ccccc1 | . | -0.2%
